Source: PubChem BioAssay
Keap1-Nrf2 PPI: Keap1-Nrf2 (human) interaction inhibition; AID 504523; Q14145; 340,000 tested, 0.15% active; Keap1 Kelch-Nrf2 peptide fluorescence polarization, 1536-well; inhibition, % at 9.4 µM; in the data active = inhibition above about 12%;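 also: human Keap1 Kelch domain with fluorescein labeled Nrf2 9mer peptide probe; 0% = neutral control wells and 100% = peptide positive control; higher means more block of Keap1 binding to Nrf2 peptide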
NSD2 inh: inhibitors of human histone methyltransferase NSD2; O96028; NSD2 peptide methylation, AlphaScreen, 120 min; inhibition, % at 12.5 µM; 310,000 tested, 0.54% active; AID 743445; in the data active = inhibition above about 50%
Target sequence (O96028 whole entry, looked up): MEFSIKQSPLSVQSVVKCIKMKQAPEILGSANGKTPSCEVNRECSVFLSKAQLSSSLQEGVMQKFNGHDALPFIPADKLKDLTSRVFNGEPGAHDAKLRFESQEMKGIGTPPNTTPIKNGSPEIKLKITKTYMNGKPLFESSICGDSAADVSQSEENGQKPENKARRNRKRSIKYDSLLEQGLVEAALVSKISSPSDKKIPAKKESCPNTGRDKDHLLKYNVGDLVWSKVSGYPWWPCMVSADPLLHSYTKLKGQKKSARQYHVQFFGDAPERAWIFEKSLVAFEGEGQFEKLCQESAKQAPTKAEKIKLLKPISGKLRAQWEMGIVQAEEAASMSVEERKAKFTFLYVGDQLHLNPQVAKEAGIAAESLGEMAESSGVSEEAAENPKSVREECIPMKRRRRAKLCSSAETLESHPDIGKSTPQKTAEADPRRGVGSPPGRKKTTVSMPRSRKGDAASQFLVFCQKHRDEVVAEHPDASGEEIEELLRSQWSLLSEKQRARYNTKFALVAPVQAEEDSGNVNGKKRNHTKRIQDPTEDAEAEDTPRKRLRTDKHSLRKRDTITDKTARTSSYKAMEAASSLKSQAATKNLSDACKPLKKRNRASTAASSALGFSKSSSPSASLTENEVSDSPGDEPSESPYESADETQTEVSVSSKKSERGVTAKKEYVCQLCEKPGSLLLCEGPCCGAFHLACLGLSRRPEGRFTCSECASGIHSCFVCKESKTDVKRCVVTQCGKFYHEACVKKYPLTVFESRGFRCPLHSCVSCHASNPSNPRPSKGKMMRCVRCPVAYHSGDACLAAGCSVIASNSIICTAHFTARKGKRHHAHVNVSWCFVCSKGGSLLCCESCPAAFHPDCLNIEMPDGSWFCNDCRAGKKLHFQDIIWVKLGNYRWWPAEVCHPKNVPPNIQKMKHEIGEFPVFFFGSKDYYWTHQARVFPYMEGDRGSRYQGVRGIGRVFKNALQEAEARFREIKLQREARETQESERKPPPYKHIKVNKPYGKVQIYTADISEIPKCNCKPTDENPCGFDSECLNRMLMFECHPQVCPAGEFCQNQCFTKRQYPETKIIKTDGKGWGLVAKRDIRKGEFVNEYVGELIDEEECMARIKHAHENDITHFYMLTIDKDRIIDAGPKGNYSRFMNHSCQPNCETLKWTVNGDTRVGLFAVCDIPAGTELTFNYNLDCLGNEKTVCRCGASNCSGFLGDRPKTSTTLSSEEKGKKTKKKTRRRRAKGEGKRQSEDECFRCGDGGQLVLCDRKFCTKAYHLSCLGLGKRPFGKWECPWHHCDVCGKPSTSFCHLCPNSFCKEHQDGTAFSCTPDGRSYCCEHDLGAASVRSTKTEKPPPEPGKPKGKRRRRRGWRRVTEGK
LANA DNA inh: inhibitors of KSHV LANA C-terminal domain DNA binding; MBP-C-LANA/FAM-LBS DNA binding, fluorescence polarization; inhibition, % at 9 µM; 340,000 tested, 0.078% active;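 active = highest replicate inhibition at or above 60% at 9 µM, even if other replicates fall short; inactive = all replicates below 60% inhibition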;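 also: 0% = neutral control wells and 100% = 4 µM acridine orange control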
CAL PDZ FP-1: human CAL PDZ-peptide interaction inhibition; inhibition, % at 20 µM; AID 504414; Q9HD26; 330,000 tested, 0.02% active; purified CAL PDZ, TMR-peptide fluorescence polarization, 1 h;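 active = highest replicate inhibition of at least 40%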;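 also: plate controls were DMSO neutral control wells for no effect and unlabeled competitor peptide control wells for full effect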
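Test system: purified CerCALP PDZ construct; Compound dosing: one concentration, 20 µM compound; Also added: TMR-labelled reporter peptide T*-PRC34 bound in PDZ groove; Read-out: inhibition from polarization loss; Controls: unlabelled peptide and DMSO controls; Signal: FP readout, S and P plane fluorescence; Incubation: 1 h at RT.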
Pemphigus Ab inh: inhibitors of pemphigus antibody binding to human desmoglein-3; P32926; DSG3-coupled beads, scFv-anti-DSG3-GFP binding, flow cytometry; active compounds read low; binding (percent of control), % at 10 µM; 310,000 tested, 0.48% active; AID 588358;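 active = binding more than 3 SD below its plate's average and above zero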;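 also: hits lower antibody fragment binding to DSG3; some compounds called inactive have numbers as strong as hits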
Cardiac RTF inh: cardiac RTF calcium desensitization; AID 493244; IANBD-labeled cardiac RTF, Ca2+ fluorescence; 340,000 tested, 0.12% active; inhibition, % at 7.15 µM;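 active = inhibition above the mean inhibition of all tested compounds plus 3 SD, cut at about 17% in these data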;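 also: assay run at fixed EC70 calcium of 1.6 mM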
Arrestin-AP2 inh: human beta-arrestin and AP2 interaction inhibition. FITC-arrestin peptide / GST-AP2 beads, flow cytometry; AP2 beta2 appendage carries R879A mutation. inhibition, % at 10 µM. 340,000 tested, 0.31% active;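 active = inhibition above a set limit, near 3 SD of compounds lacking own fluorescence, cut at about 54% in these data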;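 also: plate controls were DMSO wells for no effect and 5 µM unlabelled arrestin peptide for full effect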
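System: GST-AP2 R879A glutathione beads. Medium: PBS with 0.05% Tween 20 and 0.1% BSA. Also added: FITC-arrestin peptide, 50 nM. Incubation: 12 min plus 1 h, RT. Measured by: high-throughput flow cytometry of beads, ex 488, em 535 nm. Evaluation: percent drop in bead-associated FITC signal.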
V-ATPase pH: alters yeast V-ATPase proton transport; 350,000 tested, 0.37% active; AID 504577; S. cerevisiae, pHLuorin cytosolic pH fluorescence; response, % at 10 µM; in the data active = response mostly above about 7.3%, no sharp cut-off; inactive = mostly below about 5.4%; also: actives read high; inactives centre near 0; some compounds called inactive have numbers as strong as hits
DAGLB inhibitor: blocks human DAGLB lipase activity; Q8NCG7; HEK293T DAGLB membrane lysate, EnzChek fluorogenic substrate; inhibition, % at 5.17 µM; 340,000 tested, 0.059% active; in the data active = inhibition above about 34%;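 also: 0% = enzyme with vehicle and 100% = wells lacking enzyme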
CAL PDZ FP-2: inhibitors of human CAL PDZ peptide binding; Q9HD26; purified CAL PDZ, TMR-peptide fluorescence polarization, 1 h; AID 602252; 300,000 tested, 0.92% active; inhibition, % at 24.9 µM;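 active = mean inhibition of at least 30% with at least half of replicates also reaching 30%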;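 also: 0% = DMSO neutral control and 100% = excess unlabeled competitor peptide PRC23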
Numbers without * were called inactive; . = no result given. This is a subset. The share of hits here may be higher or lower than overall.

SMILES | Keap1-Nrf2 PPI | NSD2 inh | LANA DNA inh | CAL PDZ FP-1 | Pemphigus Ab inh | Cardiac RTF inh | Arrestin-AP2 inh | V-ATPase pH | DAGLB inhibitor | CAL PDZ FP-2
Cc1cc(C)cc(OCC(=O)Nc2cccc(C(=O)O)c2)c1 | -1.2 | 0.0 | 0.1 | 2.0 | 96.4 | -4.7 | 44.0 | 2.1 | 0.7 | 0.0
CCN(C(=O)COC(=O)CCCc1c[nH]c2ccccc12)c1c(N)n(Cc2ccccc2)c(=O)[nH]c1=O | -4.2 | 2.7 | 0.6 | 1.3 | 97.8 | -1.4 | -3.7 | 6.7 | 3.0 | -0.6
O=[N+]([O-])c1ccc(S(=O)(=O)NCC2CCCO2)cc1 (stereo not given) | 5.4 | -2.5 | -0.3 | -0.8 | 110.1 | -14.3 | 2.5 | 5.4 | 0.3 | .
O=C(NC1=NCCS1)C1CCN(S(=O)(=O)c2ccccc2C(F)(F)F)CC1 | -4.8 | -1.6 | -0.4 | -0.5 | 105.6 | -9.1 | 24.8 | 2.7 | -5.2 | -1.2
CCOc1ccc(C(=O)Nc2cc(=O)n(C)c(=O)n2C)cc1 | -2.7 | . | 1.1 | 0.6 | 94.0 | -4.3 | -0.8 | -0.9 | -0.7 | .
COCCCn1c(SCC(=O)Nc2ccc(C(C)=O)cc2)nc2ccccc2c1=O | 2.6 | . | 0.6 | -4.5 | 96.3 | 7.1 | 2.0 | -4.4 | -2.8 | -5.2
Cc1cccc(C(=O)NNC(=O)c2c(-c3ccccc3Cl)noc2C)c1O | -0.6 | -7.5 | 0.5 | -2.3 | 102.0 | -10.0 | 3.3 | -2.1 | 5.3 | 4.7
C#CCOCCOCCOCCNc1nc(N2CCN(C(=O)[C@H](CCC(=O)O)n3cc(C(N)CC(C)C)nn3)CC2)nc(N2CCN(C(=O)[C@H](Cc3cc4ccccc4[nH]3)n3cc(C(N)[C@H](C)CC)nn3)CC2)n1 (stereo not given in full) | -11.1 | . | -1.6 | -0.1 | 112.1 | -10.3 | -5.9 | 0.7 | 2.9 | 2.0
COc1ccc(/C=C/C(=O)NC(C)CCc2ccccc2)cc1 (stereo not given) | 3.9 | -1.9 | -0.4 | -2.9 | 125.0 | 13.0 | -14.5 | -1.6 | -4.3 | -1.6
CCOc1cccc(/C=N/NC(=O)c2ccc3c(c2)OCCO3)c1O | -5.9 | 11.1 | 1.0 | -2.9 | 130.6 | -9.8 | -0.2 | -0.2 | 2.7 | -4.1
CCCCN1C(=O)C(=O)N(CC(=O)Nc2ccc(OC(F)(F)F)cc2)C1=O | 3.6 | -0.7 | 1.1 | -0.8 | 124.0 | -15.2 | -14.0 | -1.5 | -1.2 | -11.5
O=C1OCCC1Sc1nnnn1-c1ccccc1 (stereo not given) | -0.5 | 0.3 | 0.5 | -0.7 | 107.6 | 8.6 | 23.0 | -1.6 | 0.5 | 2.7
Cc1onc(C(=O)NCc2ccccn2)c1[N+](=O)[O-] | 0.4 | 9.1 | 1.0 | -2.0 | 104.9 | 2.1 | 17.2 | 0.4 | 0.2 | 16.1
COc1cc(/C=C2/C(=N)N3N=C(CC(=O)N4CCOCC4)SC3=NC2=O)ccc1OCc1ccc(F)cc1 | -1.0 | 9.9 | 2.1 | -2.7 | 97.9 | -4.9 | -5.8 | 2.2 | 0.7 | -3.5
O=C(c1cc(-c2cccs2)nc2ccccc12)N1CCN(CCO)CC1 | 0.6 | -5.2 | -1.3 | -0.5 | 95.6 | -1.3 | -9.6 | 4.8 | -1.0 | -9.2

Next part; the last 4 above are carried over.
SMILES | Keap1-Nrf2 PPI | NSD2 inh | LANA DNA inh | CAL PDZ FP-1 | Pemphigus Ab inh | Cardiac RTF inh | Arrestin-AP2 inh | V-ATPase pH | DAGLB inhibitor | CAL PDZ FP-2
O=C1OCCC1Sc1nnnn1-c1ccccc1 (stereo not given) | -0.5 | 0.3 | 0.5 | -0.7 | 107.6 | 8.6 | 23.0 | -1.6 | 0.5 | 2.7
Cc1onc(C(=O)NCc2ccccn2)c1[N+](=O)[O-] | 0.4 | 9.1 | 1.0 | -2.0 | 104.9 | 2.1 | 17.2 | 0.4 | 0.2 | 16.1
COc1cc(/C=C2/C(=N)N3N=C(CC(=O)N4CCOCC4)SC3=NC2=O)ccc1OCc1ccc(F)cc1 | -1.0 | 9.9 | 2.1 | -2.7 | 97.9 | -4.9 | -5.8 | 2.2 | 0.7 | -3.5
O=C(c1cc(-c2cccs2)nc2ccccc12)N1CCN(CCO)CC1 | 0.6 | -5.2 | -1.3 | -0.5 | 95.6 | -1.3 | -9.6 | 4.8 | -1.0 | -9.2
O=S(=O)(NCCc1ccccc1)c1ccc(Br)s1 | 3.2 | -3.5 | 1.8 | -2.9 | . | -5.5 | 0.0 | -4.9 | -4.5 | -11.5
CC(=O)NS(=O)(=O)c1ccc(NC(=S)NC(=O)C(C)(C)C)cc1 | -0.7 | -0.5 | 0.8 | 0.7 | 99.9 | -5.3 | 16.1 | -0.4 | 0.5 | 4.0
CC(=O)Nc1ncnc2c1c(-c1ccc(Cl)cc1)nn2C(C)(C)C | 0.4 | 0.5 | -3.7 | -0.8 | 105.7 | -1.6 | -5.5 | 3.6 | -3.0 | .
COC(=O)c1ccc2c(=O)n(CC3CCCO3)c(SCC(=O)Nc3ccccc3OC)nc2c1 (stereo not given) | -4.5 | 1.3 | -0.3 | -0.3 | 99.8 | -4.4 | 0.2 | -1.6 | -2.4 | -2.2
Cc1ccc(-n2nc(C)c3c(C)c(CCC(=O)NCc4ccco4)c(C)nc32)cc1 | -1.6 | . | -0.2 | 0.7 | 94.5 | -1.7 | 1.8 | -1.5 | -2.5 | .
CC(C)C(NC(=O)c1ccc(Cl)cc1)C(=O)NC1=NCCS1 (stereo not given) | -2.2 | -2.5 | -0.7 | -0.3 | . | 1.2 | -6.4 | -5.0 | 0.6 | -5.2
O=C(COc1ccccc1)Nc1cc(Cl)ccc1Cl | -3.2 | -2.1 | -0.6 | . | 80.2* | -7.8 | 8.3 | 3.6 | -25.5 | -6.0
CN1CCN(C(=O)c2cc3nc(-c4ccc(F)cc4)cc(C(F)(F)F)n3n2)CC1 | 5.1 | -3.3 | 0.0 | -2.4 | . | -4.8 | -5.5 | 1.6 | -0.9 | 5.0
COc1cc(/C=C2\SC(=S)N(CC(=O)Nc3ccc(O)cc3)C2=O)cc(OC)c1OC | -6.3 | 3.0 | -0.5 | -1.7 | 83.5 | 4.9 | 49.6 | -1.2 | 0.6 | -3.1
Cc1cccc(NC(=O)CN(CC2CCCO2)C(=O)c2ccc(S(C)(=O)=O)cc2)c1C (stereo not given) | -1.7 | -0.8 | -0.4 | -1.0 | 104.6 | 3.1 | -5.6 | 3.4 | -2.6 | -2.8
CCNC(=O)/C(C#N)=C/c1c(N2CCCCCC2)nc2c(C)cccn2c1=O | -4.3 | 5.3 | -0.9 | -2.3 | 100.5 | 0.7 | 2.8 | 0.5 | 0.3 | .
O=S(=O)(NCCC1=CCCCC1)c1ccc(OC(F)(F)F)cc1 | -4.9 | -1.7 | -0.6 | -2.7 | 105.0 | -33.9 | -6.9 | -2.3 | -8.9 | -3.2
CCC(C)[C@H]1COCCS(=O)(=O)N1Cc1ccccc1F (stereo not given in full) | 2.4 | . | 0.7 | -0.9 | 93.5 | -2.5 | 0.1 | 0.8 | -2.4 | -1.9
C#CCOCCOCCOCCNc1nc(N2CCOCC2)nc(N2CCN(C(=O)[C@H]([C@@H](C)CC)n3cc(CCCN=C(N)N)nn3)CC2)n1 | -18.9 | . | 0.6 | -2.0 | 102.5 | -11.4 | 1.4 | -1.6 | -2.2 | -4.5
O=S(=O)(c1ccc(NC(=S)NCc2ccc(F)cc2)cc1)N1CCOCC1 | 1.6 | -3.2 | -0.6 | -1.0 | 100.7 | 7.9 | 24.2 | -0.7 | -2.6 | -2.9
CC(C)CCNC(=O)NC(=O)CSc1nnc(COc2ccccc2Cl)o1 | -2.4 | 0.5 | -2.4 | -5.6 | 101.2 | -2.9 | 4.1 | -0.9 | -0.6 | -3.3
COc1nc(N(C)C)nc(-n2nnc(C(C)=O)c2C)n1 | 3.7 | -2.2 | -1.0 | -0.5 | 99.5 | -1.7 | -1.4 | -4.1 | 0.6 | 3.9
O=C(O)c1ccccc1C(=O)N1CCN(c2ncccn2)CC1 | -2.1 | -2.2 | 0.1 | . | 101.8 | 2.6 | 4.8 | 4.2 | 0.6 | 2.3
FC(F)(F)c1cccc(NC(=S)NCc2ccccn2)c1 | -8.4 | -2.3 | -0.3 | 0.2 | 99.0 | -4.6 | 4.5 | -2.0 | 1.3 | -1.8
CN(C(=O)c1cccc(NC(=O)Cc2ccc(NC(=O)C3CCN(C(=O)c4ccccc4)CC3)cc2)c1)C1CCCC1 | -3.7 | . | -0.8 | -0.2 | 104.9 | -1.8 | 40.1 | -0.4 | -2.0 | -4.6
CCCCSc1nc2c([nH]1)c(=O)n(C)c(=S)n2C | 0.2 | 0.5 | 1.1 | -1.2 | . | 3.4 | -5.6 | -1.0 | 2.7 | -2.6
O=C(c1cc(-c2ccncc2)nc2ccccc12)N1CCN(Cc2ccccc2)CC1 | 1.6 | 3.9 | -0.5 | -1.1 | 92.9 | 3.5 | 34.9 | -0.4 | -2.6 | .
Cc1ccc(C2=NS(=O)(=O)N(C)C(C(=O)NC3CCCCC3)=C2)cc1 | 2.4 | . | 0.4 | -0.4 | 97.4 | -2.1 | -1.3 | -3.4 | -4.6 | .
Cc1cnn(-c2cc(N/N=C/c3ccccc3)ncn2)c1 | 1.9 | -12.7 | -1.6 | -4.0 | 100.4 | -7.1 | 11.6 | 1.5 | 1.8 | .
CC1CC(C)CN(C(=O)COC(=O)c2cccc(S(=O)(=O)N(C)c3ccccc3)c2)C1 (stereo not given) | 0.2 | -1.2 | -0.8 | -0.8 | 103.5 | 6.4 | -2.8 | -5.4 | -4.4 | -4.7
COc1ccccc1NC(=O)N1CCCC1C(=O)Nc1ccc(NC(C)=O)cc1 (stereo not given) | -1.5 | -4.2 | 0.1 | -0.4 | 103.8 | 0.2 | 34.4 | 2.7 | -1.6 | -0.1
COc1cc2c(cc1OC)CN(C1CCCN(Cc3cccc(C(C)=O)c3)C1)CC2 (stereo not given) | -4.1 | . | 2.0 | 7.4 | 114.0 | -8.8 | 4.1 | 0.9 | -1.4 | -2.9
CC(C)CCNC(=O)c1cc(-c2cccs2)nc2ccccc12 | -3.4 | -0.5 | -0.8 | 0.5 | 108.8 | -8.3 | -9.8 | -1.8 | -6.1 | -5.3
CC(=O)Nc1ccc(SCC(=O)NC(=O)c2ccc(Cl)cc2)cc1 | . | -1.4 | . | . | 99.4 | . | . | 2.1 | -0.7 | .
O=C(CC1CCCCC1)N1CCCC(c2nc(-c3ccc(S(=O)(=O)N4CCCC4)cc3)no2)C1 (stereo not given) | -0.9 | . | -0.8 | -0.8 | 98.8 | 7.8 | 1.0 | 0.7 | -4.5 | -2.8
